High-throughput results: PubChem BioAssay, National Center for Advancing Translational Sciences (NCATS)
TbPYK inhibitor – qHTS of Trypanosoma Brucei Inhibitors; pyruvate kinase (Trypanosoma brucei), Q57TT1; TbPYK enzyme, Kinase-Glo Plus ATP luminescence, 45 min; Potency, µM (series often up to 76.8 µM), inactives show at the highest dose activity, negative = inhibition, hits mostly inhibitors; 410,000 compounds, 0.12% hits; AID 624173, 2012; active means well fitted inhibition curve with a large enough effect; further: nearly all actives have a fitted effect of over 50% in size
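In this concentration-response screen, enzyme-free wells defined baseline while DMSO plates tracked drift. Each reaction combined TbPYK, substrate, compound and 130 uM ADP for 45 min at room temperature. Kinase-Glo Plus luminescence gave the signal.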
The depositor's hits bear a star; [ ] = another dose, or the depositor's remark. On the % scale 0 is the no-effect control and ±100 the full control effect; potency means the concentration at half of the fitted maximal effect.

| smiles | TbPYK inhibitor |
| --- | --- |
| COc1ccc(Cl)cc1NC(=O)C(C)Sc1nc2c(c(=O)[nH]1)CCCC2 (stereo not given) | -7% |
| CCc1ccc(NC(=O)C2CCN(c3nn4c(=O)cc(C)nc4s3)CC2)cc1 | -3% |
| CCOC(=O)c1c(C)c(C(=O)NCCc2ccc(OC)cc2)c(C)n1C | -7% |
| Cc1ccccc1OCC(=O)Nc1ccc(S(=O)(=O)Nc2ncccn2)cc1 | -8% |
| Cc1ccc2nc(-c3ccncc3)c(Nc3ccc(C(C)C)cc3)n2c1 | 3% |
| COc1ccc(-c2noc(CSc3nnc(C)n3-c3cccc(C)c3)n2)cc1 | 0% |
| CC(C)c1ccccc1NC(=O)CN1C(=O)c2cccc3cccc1c23 | 5% |
| CCc1ccc(CN2CCc3nc(Nc4ccccc4)ncc3C2)cc1 | 4% |
| COc1ccc(-n2c(=O)c3c4c(sc3n(Cc3ccc(C(C)(C)C)cc3)c2=O)CCC4)c(OC)c1 | -4% |
| O=C(c1ccncc1)N1CCC2(CCCN(Cc3ccccc3)C2)CC1 | -1% |
| Cc1cc(C)c2oc(-c3cccc(NC(=O)COc4ccccc4Cl)c3C)nc2c1 | -9% |
| COc1ccc(C(=O)Nc2cc(C(F)(F)F)ccc2N2CCN(c3ccccc3)CC2)cc1OC | 9% |
| CC(C)NC(=O)c1ccc(-n2c(-c3ccccc3)cc3c2CCCCC3)cc1 | -2% |
| Cc1nc(N2C(=O)c3oc4ccccc4c(=O)c3C2c2cccc(OCCC(C)C)c2)sc1C (stereo not given) | 3% |
| Cc1nn(C)c(C)c1CCNC(=O)Nc1cccc(Cl)c1C | -11% |
| CC(C)(C)c1ccc(C(=O)NCC(c2cccs2)S(=O)(=O)c2cccs2)cc1 (stereo not given) | 1% |
| O=c1[nH]c2ccccc2c(=O)n1-c1ccc(Cl)c(Cl)c1 | 2% |
| CCN1CCN(C(c2cccc(OC)c2)c2c(O)cc(C)n(Cc3ccco3)c2=O)CC1 (stereo not given) | 42%[activator] |
| Cc1ccc(N2CCN(C(=O)c3cn(C)c4ccc(S(=O)(=O)N(C)C5CCCCC5)cc4c3=O)CC2C)cc1 (stereo not given) | 1% |
| CCOc1ccc(NC(=O)c2cc(S(=O)(=O)NC3CCCCCC3)ccc2F)cc1 | 0% |
| Cc1ccc2nc(CSc3nc(C)nc4c3oc3ccccc34)[nH]c2c1 | -7% |
| CN1C(=O)c2ccccc2Sc2ccc(NC(=O)Cc3c(F)cccc3Cl)cc21 | 4% |
| COc1cccc(-c2cc(C(=O)Nc3ccc(C)cc3)[nH]n2)c1 | -1% |
| CCOc1ccccc1-n1ccnc(NCc2ccc(F)cc2)c1=O | 0% |
| Cc1ccc(C2CC(=O)N(Cc3ccccc3)c3c2c(C)nn3-c2nc(C)cc(C)n2)cc1 (stereo not given) | -1% |
| Cc1ccc(CCNS(=O)(=O)c2c(C)nc3sc(C)c(C)n3c2=O)cc1 | -5% |
| COc1ccc(-n2c(=O)c3c(c4cc(OC)ccc4n3C)n(C)c2=O)cc1 | 2% |
| O=C(Nc1nnc(S(=O)(=O)N2CCc3ccccc32)s1)c1ccccc1Cl | 6% |
| COc1ccc(NC(=O)Cn2c(=O)c3cccn3c3ccccc32)cc1 | 0% |
| Cc1ccc(S(=O)(=O)C(CNC(=O)C(=O)NCCc2ccc(Cl)cc2)c2ccco2)cc1 (stereo not given) | 0% |
| CC(C)(C)c1ccc(C(=O)Nc2nnc3n2CCS3)cc1 | 0% |
| COc1ccc2c(CNCCc3ccco3)c(C(=O)O)n(Cc3ccc(F)cc3)c2c1 | 8% |
| COc1ccccc1NC(=O)CSc1cn(CC(=O)N2CCCC2)c2ccccc12 | -4% |
| CCc1ccc(S(=O)(=O)c2nnn3c2nc(NC2CCCC2)c2sccc23)cc1 | -1% |
| Cc1ccc(CNC(=O)Cn2c(=O)n(-c3cccc(Cl)c3)c(=O)c3sc4ccccc4c32)cc1 | 2% |
| COc1ccccc1N1CCN(c2ccc(-c3nc(-c4ccccc4)no3)cc2[N+](=O)[O-])CC1 | 5% |
| COc1ccc(-c2nc(C)c(CCNC(=O)c3ccc(F)c(F)c3)s2)cc1 | 2% |
| CCc1ccc(-n2c(=O)c3c(C)c(C)sc3n(CC(=O)NCc3ccc(C)cc3)c2=O)cc1 | -1% |
| O=C(NC1CCCC1)c1ccc(CSc2nc3cccnc3n2Cc2ccccc2)cc1 | 2% |
| COc1ccc(S(=O)(=O)c2c(O)c(C)cc(NS(=O)(=O)c3ccc(Cl)cc3)c2C(C)C)cc1 | 4% |
| COc1ccccc1NC(=O)c1oc2ccccc2c1NC(=O)COc1ccccc1OC | 1% |
| COc1ccc(CNC(=O)Cn2c(=O)oc3cc(S(=O)(=O)NCc4ccccc4)ccc32)cc1 | -1%[15.4 µM] |
| CC(C)c1ccc(C2=CC(c3ccc(C(C)C)cc3)n3nnnc3N2)cc1 (stereo not given) | -12% |
| Cc1ccc(-n2nc(C(=O)Nc3cccc(C#N)c3)c3c4ccccc4n(C)c3c2=O)cc1 | 0% |
| O=C(NCc1ccc(Cl)cc1)C1CCN(c2nn3cc(-c4ccc(F)cc4)nc3s2)CC1 | -1%[15.4 µM] |
| Cc1ccc(NC(=O)c2cc(S(=O)(=O)NCCc3ccc(Cl)cc3)ccc2F)cc1 | 5% |
| Cc1cccc(NC(=O)Cn2nc(-c3ccc(Cl)cc3)c3ccccc3c2=O)c1 | -8% |
| CCc1ccc(NC(=O)Cn2c(=O)n(CCCCC(=O)NCc3ccc4c(c3)OCO4)c(=O)c3ccccc32)cc1 | -1% |
| CCOc1ccc(-n2c(SCC(=O)Nc3ccccc3OC)nc3c(oc4ccccc43)c2=O)cc1 | -3% |
| O=C(Nc1ccccc1)c1cccc(S(=O)(=O)Nc2cccc(F)c2)c1 | 2% |
| Cc1onc(-c2c(F)cccc2Cl)c1C(=O)Nc1ccc(OC(C)C)cc1 | 2% |
| O=C(c1ccco1)c1cn(CCOc2ccc(F)cc2)c2ccccc12 | 2% |
| CCOC(=O)c1ccc(NC(=O)c2cccn(Cc3ccccc3F)c2=O)cc1 | -3% |
| COC(=O)CN1C(=O)C(C)(C)c2cc(S(=O)(=O)NCc3ccc(Cl)cc3)ccc21 | -4% |
| Cc1ccccc1-c1nc(CS(=O)(=O)CC(=O)NCCCc2ccccc2)c(C)o1 | -1% |
| CC1(C)O[C@H]2[C@@H](O1)[C@@H](C(=O)Nc1ccccc1C(F)(F)F)O[C@@H]1OC(C)(C)O[C@@H]12 | 2% |
| Cc1nc2nncn2c(Nc2ccccc2)c1C | -2% |
| Nc1ncnc2nc(-c3ccc(N4CCOCC4)nc3)cc(-c3cccc(Br)c3)c12 | 4% |
| Cc1ccc(C)c(NC(=O)CCc2nc3cccnc3n2Cc2cccs2)c1 | -2% |
| CCOC(=O)c1ccc(NC(=O)CC2Nc3cc(C)c(C)cc3NC2=O)cc1 (stereo not given) | -2% |

Next section.
| smiles | TbPYK inhibitor |
| --- | --- |
| COc1ccc(C2=NN(S(C)(=O)=O)C(c3cn(-c4ccccc4)nc3-c3cccs3)C2)cc1 (stereo not given) | -2% |
| CC(C)OCCCNC(=O)CCCn1c(SCC(N)=O)nc2c(sc3ccccc32)c1=O | -3% |
| Cc1ccc([N+](=O)[O-])cc1S(=O)(=O)N1CCn2cccc2C1c1ccccc1 (stereo not given) | 2% |
| O=c1cnc2cnc(Nc3ccccc3)nc2n1C[C@H]1CCCO1 | -1% |
| Cc1cccc(CNC(=O)CN2C(=O)C3CCCCN3c3ccc(C(=O)N4CCCC4)cc32)c1 (stereo not given) | -1% |
| CCC(CC)C(=O)Nc1cc(-c2ccccc2F)nn1-c1ccccc1 | 0% |
| Cc1ccc(Oc2c(C(F)(F)F)oc3c(CN4CCCCC4C)c(O)ccc3c2=O)cc1 (stereo not given) | -4% |
| COc1ccc(CNC(=O)Cc2c(C)c3cc4c(C)coc4c(C)c3oc2=O)cc1 | 4% |
| Fc1ccccc1-c1nc(N2CCN(c3cccc(Cl)c3)CC2)c2ccccc2n1 | 3% |
| COc1ccccc1CN1CCCC2(CCN(C(=O)Oc3ccccc3)CC2)C1 | 4% |
| CCc1ccccc1Nc1cc(C(=O)NC(C)c2ccccc2)c2ccccc2n1 (stereo not given) | 0% |
| CCOc1ccc(-c2cc3c(=O)n(Cc4nc(-c5ccc(OC)cc5OC)oc4C)ccn3n2)cc1Cl | -16% |
| N#Cc1c[nH]n2c(NC3CCCCC3)c(-c3ccccc3F)nc12 | 2% |
| COc1ccccc1CNC(=O)c1cc(S(=O)(=O)N2CCCCCC2)cn1C | 0% |
| Cc1cccc(NC(=O)CSc2c(C)cnc3c2c(=O)n(C)c(=O)n3C)c1C | -8% |
| Cc1ccccc1CSc1ncc(CO)n1Cc1ccc(F)cc1 | -5% |
| COc1ccc(-c2nc(S(=O)(=O)c3ccccc3)c(N3CCCCC3)o2)cc1 | -9% |
| O=C(c1cccc(F)c1)N1CCC2(CCCN(Cc3ccncc3)C2)CC1 | -6% |
| C#CCNC(=O)[C@H](Cc1ccc(C(=O)c2ccccc2)cc1)NC(=O)OC(C)(C)C | -1% |
| O=C(NCc1cccc(F)c1)c1cccc(NC(=O)c2nsc3ccccc23)c1 | 3% |
| COc1cccc(CNC(=O)CN2N=C(c3ccc(C)cc3)CCC2=O)c1 | 1% |
| Cc1cc(C)cc(NC(=O)CSc2oc(-c3cccs3)nc2S(=O)(=O)c2ccccc2)c1 | -4% |
| Cc1cn(C)c(CC(=O)Nc2cccc(C#N)c2)c1C(=O)O | -7% |
| CCC1CCCCN1S(=O)(=O)c1cc2c3c(c1)CC(=O)N3CCC2 (stereo not given) | 3% |
| CCOc1ccc(NC(=O)N2CCN(Cc3cc(=O)n4nc(-c5ccc(OC)cc5)sc4n3)CC2)cc1 | 0% |
| COc1ccc(OC)c(NC(=O)COCc2cc(-c3ccco3)on2)c1 | 7%[15.4 µM] |
| CCN(C(=O)C1CCN(S(=O)(=O)c2c(C)noc2/C=C/c2ccc(C)cc2)CC1)c1cccc(C)c1 | -5% |
| Cc1ccc(Cl)cc1N1CCN(CCNC(=O)Nc2ccc(Cl)cc2)CC1 | 3% |
| O=C(Nc1ccc2nc(SCCOc3ccccc3)sc2c1)c1ccco1 | 0% |
| COc1ccc(CCNC(=O)c2ccc(-n3c(C)cc4c3CCCC4)cc2)cc1OC | -3% |
| Cc1ccc(S(=O)(=O)Nc2cc3c(cc2N2CCOCC2)n(C)c(=O)n3C)cc1 | 2% |
| Cc1cc(NC(=O)c2cnc3c(-c4ccccc4)c(C)nn3c2C)ccc1Br | 0% |
| O=C(CCn1c(=O)c2ccccc2n(Cc2cccc(F)c2)c1=O)NCc1ccc2c(c1)OCO2 | 4% |
| CCc1ccc(OCCn2c(C3CC(=O)N(Cc4ccc(F)cc4)C3)nc3ccccc32)cc1 (stereo not given) | 1% |
| CCn1cc(S(=O)(=O)c2cccc(Cl)c2)c(=O)c2cc(F)c(N3CCN(C)CC3)cc21 | 5% |
| O=C(Cn1cc(C(=O)C2CC2)c2ccccc21)Nc1ccc(Br)cc1 | 5% |

Reprinted from the part before: 4 entries, then new ones.
| smiles | TbPYK inhibitor |
| --- | --- |
| O=C(CCn1c(=O)c2ccccc2n(Cc2cccc(F)c2)c1=O)NCc1ccc2c(c1)OCO2 | 4% |
| CCc1ccc(OCCn2c(C3CC(=O)N(Cc4ccc(F)cc4)C3)nc3ccccc32)cc1 (stereo not given) | 1% |
| CCn1cc(S(=O)(=O)c2cccc(Cl)c2)c(=O)c2cc(F)c(N3CCN(C)CC3)cc21 | 5% |
| O=C(Cn1cc(C(=O)C2CC2)c2ccccc21)Nc1ccc(Br)cc1 | 5% |
| O=C(Nc1cccc(F)c1)N1CCC2(CC1)CCN(C(=O)c1cc(C(F)(F)F)cc(C(F)(F)F)c1)CC2 | 1% |
| COc1ccc(-c2nc3cnc(OC)nc3n(Cc3cccs3)c2=O)cc1 | -6% |
| O=C(Nc1ccc(Cl)cc1Cl)c1cc(S(=O)(=O)N2CCN(c3ccccc3F)CC2)ccc1F | 1% |
| Cc1cc(C)c2c(=O)c3c(oc2c1)C(=O)N(Cc1ccco1)C3c1ccccc1F (stereo not given) | -1% |
| CCCS(=O)(=O)N1CCCC(C(=O)NCCCOC)C1 (stereo not given) | 2% |
| COc1cccc(-n2c(-c3ccco3)nc3c(cnn3-c3ccc(Cl)cc3)c2=O)c1 | -1% |
| CC1CCN(S(=O)(=O)c2ccc3c(c2)N(CC(=O)N(C)Cc2ccccc2)C(=O)CO3)CC1 | 3% |
| Cn1c(=O)c(CCc2ccccc2)nc2cnc(N3CCNCC3)nc21 | 5% |
| COCCCNC(=O)c1sc2nc(C)c(C(=O)Nc3ccc(Cl)cc3)c(-c3ccc(Br)cc3)c2c1N | -9% |
| COc1ccc(NC(=O)CSc2nc3ncccc3[nH]2)c(OC)c1 | 1% |
| O=C(NCC(c1cccnc1)N1CCc2ccccc21)C(=O)Nc1ccccc1F (stereo not given) | -1% |
| COc1ccc(C2=CC(c3cc(Br)ccc3F)n3c(nc4ccccc43)N2)cc1 (stereo not given) | -3% |
| O=C(COCc1cc(-c2cccs2)on1)Nc1cccc(Cl)c1Cl | 0% |
| CCOC(=O)c1ccc(NC(=O)CCCn2c(=O)c3cccn3c3cccnc32)cc1 | -2% |
| Cc1cc(C)cc(NC(=O)CCc2c(C)nc3c(c2C)c(=O)n(C)c(=O)n3C)c1 | -13% |
| Cc1ccccc1NC(=O)Cn1cc(S(=O)(=O)N2CCCC2)c(S(=O)(=O)N2CCCC2)c1 | -6% |

At a glance, part of the list above.
| smiles | TbPYK inhibitor |
| --- | --- |
| COCCCNC(=O)c1sc2nc(C)c(C(=O)Nc3ccc(Cl)cc3)c(-c3ccc(Br)cc3)c2c1N | -9% |
| COc1ccc(NC(=O)CSc2nc3ncccc3[nH]2)c(OC)c1 | 1% |
| O=C(NCC(c1cccnc1)N1CCc2ccccc21)C(=O)Nc1ccccc1F (stereo not given) | -1% |
| COc1ccc(C2=CC(c3cc(Br)ccc3F)n3c(nc4ccccc43)N2)cc1 (stereo not given) | -3% |
| O=C(COCc1cc(-c2cccs2)on1)Nc1cccc(Cl)c1Cl | 0% |

Only part of the results is shown. The share of hits here may be higher or lower than overall.
